# SRC1 TRFRET art: flags TR-FRET format artefacts in PPARgamma SRC-1 recruitment agonist screen | TR-FRET detection artefact counter-screen, emission ratio; stronger effect = higher value | TR-FRET ratio at 8 µM | 99,000 compounds, 0.34% hits; in the data active = TR-FRET ratio above about 2300; note: inactives centre near 1800; reference of the scale not given here
# SRC3 TRFRET art: TR-FRET artefact, counter-screen to PPARgamma/SRC-3 agonist assay; PPARgamma/SRC-3 format; stronger effect = higher value; TR-FRET ratio at 8 µM; 99,000 compounds, 0.39% hits; in the data active = TR-FRET ratio above about 2000; note: inactives centre near 1600; reference of the scale not given here
# * marks the source's active call; other numbers are inactive results.
SMILES,SRC1 TRFRET art,SRC3 TRFRET art
CN1CC2(C)CN(C(c3ccccc3)c3ccccc3)CC(C)(C1)C2O (stereo unspecified),1791,1736
FCCCOc1ccc(-c2ccnc3ncnn23)cc1,1935,1678
O=C(NN1CCN(Cc2ccccc2Cl)CC1)c1ccc(Br)cc1,1881,1690
CC1CCCCC1NC(=O)c1cc2ccccc2o1 (stereo unspecified),1686,1496
CCOC(=O)c1ccc(NC(=O)COc2ccccc2CNCCO)cc1,1678,1597
O=S1(=O)CCC(NC(=S)N2CCCCCC2)C1 (stereo unspecified),1540,1541
Cc1cc(NC(=O)CSc2nnc(-c3cccnc3)n2Cc2ccccc2)no1,1545,1533
CCN(CC)C(=O)CSc1ncnc2sccc12,2085,1542
CC(=O)/C(=C(/O)c1ccccc1)c1nc2ccccc2[nH]1,1765,1631
O=[N+]([O-])c1ccc(O)c(C=Nc2ccc3oc(Cc4ccc(Cl)cc4)nc3c2)c1,1786,1498
Cc1cccc(OCC(=O)NC2CCCc3ccccc32)c1C (stereo unspecified),1884,1733
O=C(NCCc1c[nH]c2ccccc12)C(=O)NCC(c1ccco1)N1CCN(c2ccccc2)CC1 (stereo unspecified),1579,1720
Cc1cc(NS(=O)(=O)c2ccc(NC(=S)NC(=O)c3ccccc3)cc2)no1,1721,1584
CC(=O)c1sc(NC(=O)c2ccccc2F)nc1-c1ccccc1,1945,1700
Cc1ccc2nc3c(cc(C#N)c(=O)n3CC3CCCO3)c(=O)n2c1 (stereo unspecified),2042,1598
CC(C)C(=O)Nc1ccc2c3c(cccc13)CC2,1865,1789
CCOC(=O)CSC1=NC(=O)/C(=C/c2ccc(OC)cc2)S1,1803,1588
CC(=O)[C@@H]1[C@@H](C(=O)c2ccccc2)[C@]2(C(=O)Nc3ccccc32)[C@H]2C=Cc3cc(F)ccc3N12,1846,1640
COc1ccc(NC(=O)c2cc3cc(OC)ccc3oc2=N)cc1,1917,1691
Cc1cc2oc(C(=O)Nc3ccc(S(N)(=O)=O)cc3)c(C)c2cc1Cl,1821,1576
CCOC(=O)c1nnn(-c2nonc2N)c1-c1ccc(F)cc1,1717,1491
Cc1ccc2oc(-c3cccc(N)c3)nc2c1,1844,1753
COc1ccccc1C(=O)NNC1CC(=O)N(c2ccc3c(c2)OCCO3)C1=O (stereo unspecified),1797,1668
O=C(CSc1nnc(-c2ccc(O)cc2)o1)N1CCOCC1,1629,1355
O=C(N/N=C/c1ccccn1)c1ccc(NC(=O)c2cccc([N+](=O)[O-])c2)cc1,1621,1530

# Rewritten as tab-separated lines: 4 of the compounds above.
canonical_smiles	SRC1 TRFRET art	SRC3 TRFRET art
Cc1cc(NS(=O)(=O)c2ccc(NC(=S)NC(=O)c3ccccc3)cc2)no1	1721	1584
CC(=O)c1sc(NC(=O)c2ccccc2F)nc1-c1ccccc1	1945	1700
Cc1ccc2nc3c(cc(C#N)c(=O)n3CC3CCCO3)c(=O)n2c1 (stereo unspecified)	2042	1598
CC(C)C(=O)Nc1ccc2c3c(cccc13)CC2	1865	1789

# (list continues)
SMILES,SRC1 TRFRET art,SRC3 TRFRET art
C=CCOc1ccc(Cl)cc1CNC1CCCC1,1879,1465
Cc1ccc(NC(=O)c2cc(S(=O)(=O)NCCC3=CCCCC3)ccc2F)cc1,1790,1591
COc1ccc2c(c1)CCC1=C2NC(=S)NC1c1ccc(N(C)C)cc1 (stereo unspecified),1897,1726
Cc1ccc(C(=O)Nc2ccccc2)cc1S(=O)(=O)Nc1ccc(Cl)cn1,1744,1756
Cc1ccc(NC(=O)c2ccc([N+](=O)[O-])cc2)cc1S(=O)(=O)N(C)C,1612,1354
O=C(c1ccccc1)c1cnc2ccc(Cl)cc2c1N1CCOCC1,1753,1600
Cc1ccnc(N2CCC(C(=O)Nc3cccc(C(F)(F)F)c3)CC2)n1,1768,1695
COc1ccc(NC(=S)Nc2ccccc2)cn1,1888,1647
COc1ccc(Cc2c(Cl)ncnc2Cl)cc1,1542,1562
O=C(Nc1cccc(S(=O)(=O)C(F)F)c1)c1ccc(Cl)c(S(=O)(=O)N2CCOCC2)c1,1829,1570
CC(CN1CCCC1)C(=O)NN (stereo unspecified),2045,1622
O=c1cc(C(F)F)oc2c1ccc1ccccc12,1659,1601
COc1ccc(OC)c(C2C(C(=O)c3ccccc3)=C(C)Nc3nc4ccccc4n32)c1 (stereo unspecified),1521,1411
O=C(Cc1ccccc1)NCC(=O)N1CCCCC1,1921,1547
Cn1c(SCC(=O)NCCc2ccc(S(N)(=O)=O)cc2)nc2ccccc2c1=O,1884,1627
CCOC(=O)C1CCN(c2nc(-c3ccc(Br)cc3)nc3ccccc23)CC1,1729,1452
Cc1cc(C)n2ncc(C(=O)Nc3cccc(O)c3)c2n1,1746,1560
CCOC(=O)CNC(=O)N1CCCC(C(=O)c2ccccc2SC)C1 (stereo unspecified),1932,1680
CCC(CC)c1nnc(NC(=O)C2CC(=O)N(c3ccc4c(c3)OCCO4)C2)s1 (stereo unspecified),1763,1649
CC(=O)Nc1cccc(/C(C)=N/NC(=O)c2ccc(Cl)cc2Cl)c1,1712,1572
CC(C)(C)c1ccc(COC(=O)Nc2ccc(F)cc2)cc1,1793,1688
O=C(Cc1ccccc1)NC(=S)Nc1ccc2oc(-c3ccccc3)nc2c1,1770,1682
COc1ccc(O)c(C(=O)c2cnc3nc4ccccc4n3c2)c1,1682,1730
CCOC(=O)C(C)Oc1ccc(OCc2ccccc2)cc1 (stereo unspecified),1636,1463
CCOC(=O)C1CCCN(C(=O)COC(=O)c2ccc(C#N)cc2)C1 (stereo unspecified),1632,1640

# (continued)
SMILES,SRC1 TRFRET art,SRC3 TRFRET art
Cc1c(NC(=O)CN2CCN(c3ccc([N+](=O)[O-])cc3)CC2)c(=O)n(-c2ccccc2)n1C,1968,1525
COC(=O)c1ccccc1-n1cccc1C(=O)NP(=O)(N1CCOCC1)N1CCOCC1,1562,1495
CC(=O)Nc1ccc(Oc2ccc(NC(C)=O)c(NC(C)=O)c2)cc1,1557,1488
COc1ccc(NC(=O)c2oc3ccccc3c2NC(=O)C2CCCO2)cc1OC (stereo unspecified),1759,1573
CC1CN(c2ccc([N+](=O)[O-])c(NCCOc3ccccc3)c2)CCN1 (stereo unspecified),1596,1419
CCO[C@H]1OC(C(=O)NCc2ccccc2)=C[C@@H](c2coc3ccccc3c2=O)[C@@H]1CCCO,1537,1521
O=C(NCC1(c2ccccc2)CCCC1)c1ccco1,1782,1625
CN1C(=O)C(/C(N)=N/NC(=O)c2ccccc2)C2CC1(C)Oc1ccccc12 (stereo unspecified),1606,1585
Cc1ccc(OCC(=O)Nc2ccccc2-c2ccccc2NC(=O)COc2ccc(C)cc2)cc1,1797,1526
Cc1cc(N2CCOCC2)n2cc(-c3ccc(F)cc3)nc2n1,1695,1537
Cn1c(N)c(C(=O)COC(=O)C(Cc2ccccc2)NC(=O)c2ccccc2)c(=O)n(C)c1=O (stereo unspecified),1599,1468
C=CCNC(=O)/C(C#N)=C\c1cc(Cl)c(OCC)c(OC)c1,2067,1615
C/C(=N\NC(=O)c1c(-c2ccccc2Cl)noc1C)c1cccc(NC(=O)C(C)C)c1,1849,1508
N#CC1=C(N)N2C(=C(C#N)C1c1cccc(Br)c1)Nc1ccccc12 (stereo unspecified),1564,1401
O=C(NCCCc1ccccc1)c1cc([N+](=O)[O-])ccc1Cl,1807,1488
COc1ccc(-c2cc(C(=O)O)c3sc(N4CCCCC4)nc3n2)cc1OC,2087,1571
COC(=O)NNC(=O)/C=C/c1ccccc1,1819,1420
COc1ccc(/C=N/Nc2nc3ccccc3[nH]2)cc1OC,2000,1798
NC(=O)/C=C/C(=O)Nc1ccc(Cl)cc1,1724,1642
Cc1cc(C)nc(/N=C(\N)Nc2ccc(S(=O)(=O)Nc3nc(C)cc(C)n3)cc2)n1,1649,1754
Cc1ccc(S(=O)(=O)Cc2ccc(C(=O)N3CCN(Cc4ccccc4)CC3)o2)cc1,1759,1774
Cc1occc1-c1nnc(SCC(=O)N2CCOCC2)n1Cc1ccco1,1749,1426
COc1cccc(NC(=O)c2ccc(NCCCN3CCC(C)CC3)c([N+](=O)[O-])c2)c1,1733,1595
CC(=O)c1c(N)n(C)c(=O)n(C)c1=O,1647,1452
COC(=O)C(C)N=Cc1ccccc1 (stereo unspecified),1960,1711

# (continued)
SMILES,SRC1 TRFRET art,SRC3 TRFRET art
Cc1ccc(C(=O)N/C(=C\c2cccc([N+](=O)[O-])c2)C(=O)OCN2C(=O)c3ccccc3C2=O)cc1,1824,1476
CCOc1ccc(N2C(=O)CC(N(Cc3ccco3)C(=O)CC)C2=O)cc1 (stereo unspecified),1766,1358
COCCSc1nnc(NS(=O)(=O)c2ccc(C)cc2)s1,1646,1466
C=CCOc1c(CNc2ccc(C(=O)O)cc2)cccc1OC,1880,1624
CCc1ccc(N(C(=O)c2csnn2)C(C(=O)NC(C)(C)C)c2ccccn2)cc1 (stereo unspecified),1816,1747
CC1(C)CN=C(N(Cc2ccccc2)C(=O)Nc2ccccc2)S1,1839,1751
O=Cc1cn[nH]c1-c1ccccc1,1671,1620
Cc1ccc(-n2c(SCC(=O)Nc3nccs3)nc3c(c2=O)SCC3)cc1,1622,1716
CCC/C=C(\CCC)C(NS(=O)(=O)c1cccc2cccnc12)c1ccc(C(=O)OC)cc1 (stereo unspecified),1652,1408
CCNC(=O)c1c(NC(=O)c2cc(-c3cc(C)ccc3O)n[nH]2)sc2c1CCCC2,1831,1686
O=C(COC(=O)c1cc[n+]([O-])cc1)Nc1ccc(F)c([N+](=O)[O-])c1,1508,1425
COc1ccc(S(=O)(=O)Nc2nnc(Cc3ccc(OC)c(OC)c3)s2)cc1,2062,1908
O=C1CC(N2CCN(Cc3ccccc3)CC2)C(=O)N1 (stereo unspecified),1718,1641
COCCCn1c(SCC(=O)c2ccccc2)nc2ccccc2c1=O,1950,1811
O=C(O)c1ccc(N2C(=O)C3C4c5ccccc5C(Br)(c5ccccc54)C3C2=O)cc1 (stereo unspecified),1725,1424
Cn1cccc1/C=C1\SC(=O)N(c2ccccc2)C1=O,2130,1706
COc1ccc(NC(=S)NN2CCN(C)CC2)cc1OC,1616,1427
O=C(NC1CCN(Cc2ccccc2)CC1)C(NS(=O)(=O)c1cccc2nsnc12)c1ccccc1 (stereo unspecified),1767,1672
COc1ccc(C(CCN)Cc2ccccc2)cc1 (stereo unspecified),1979,1584
O=[N+]([O-])c1ccc(OCCn2cnc3ccccc32)cc1,1771,1745
CCOc1ccc(C(=O)Nc2nc(C)cc(C)n2)cc1[N+](=O)[O-],1938,1552
CCOC(=O)C1CCN(C(=O)C(C)N(c2ccc(Oc3ccccc3)cc2)S(C)(=O)=O)CC1 (stereo unspecified),1647,1434
COc1ccc(OC)c2[nH]c(=O)c(CCNC(=O)Cc3cccs3)cc12,1748,1439
CC1CC(C)CN(S(=O)(=O)c2ccc(C(C)(C)C)cc2)C1 (stereo unspecified),1751,1708
Cc1cc(-c2nnc(CCC(=O)N(C)Cc3ccsc3)o2)no1,1962,1665

# Of the compounds above, four contain a cyano group.
SMILES,SRC1 TRFRET art,SRC3 TRFRET art
Cc1ccc2nc3c(cc(C#N)c(=O)n3CC3CCCO3)c(=O)n2c1 (stereo unspecified),2042,1598
CCOC(=O)C1CCCN(C(=O)COC(=O)c2ccc(C#N)cc2)C1 (stereo unspecified),1632,1640
C=CCNC(=O)/C(C#N)=C\c1cc(Cl)c(OCC)c(OC)c1,2067,1615
N#CC1=C(N)N2C(=C(C#N)C1c1cccc(Br)c1)Nc1ccccc12 (stereo unspecified),1564,1401

# Gathered by group, the entries above with a COOH group (3)
SMILES,SRC1 TRFRET art,SRC3 TRFRET art
COc1ccc(-c2cc(C(=O)O)c3sc(N4CCCCC4)nc3n2)cc1OC,2087,1571
C=CCOc1c(CNc2ccc(C(=O)O)cc2)cccc1OC,1880,1624
O=C(O)c1ccc(N2C(=O)C3C4c5ccccc5C(Br)(c5ccccc54)C3C2=O)cc1 (stereo unspecified),1725,1424

# (continued)
SMILES,SRC1 TRFRET art,SRC3 TRFRET art
COc1cc2c(cc1OC)C(SC)=NC1(CCCC1)C2,1762,1615
O=C(COc1ccccc1)NNC(=S)NC(=O)c1ccccc1,1655,1489
COC(=O)c1ccc(C2C(Oc3ccc(OC)cc3)C(=O)N2CCc2ccc(OC)c(OC)c2)cc1 (stereo unspecified),1904,1597
NC(=O)c1ccc[n+](CCC[n+]2cccc(C(N)=O)c2)c1,1779,1565
CCN(CC)CCOC(c1ccccc1)c1ccc(C)cc1 (stereo unspecified),1875,1557
O=C(Nc1nnc(-c2ccccc2)o1)Nc1ccccc1Cl,2004,1716
O=C(CSc1ncn[nH]1)Nc1ccc(S(=O)(=O)Nc2ncccn2)cc1,1730,1829
CCOC(=O)N1CCN(C(=O)CCc2c(C)nc3c(c(C)nn3-c3ccc(C)c(C)c3)c2C)CC1,1938,1723
COc1ccc(Cl)cc1N(CC(=O)NC1CC1)S(=O)(=O)c1ccc(C)c([N+](=O)[O-])c1,1735,1618
CC(SCc1cc(=O)n2c([nH]c3ccccc32)c1C#N)C(=O)O (stereo unspecified),1969,1731
Cc1nc(S(=O)(=O)Cc2ccccc2Cl)nc2c1CCC2,1595,1499
CC(C)(C)NC(=O)NC(=O)COC(=O)CNC(=O)C1CCCCC1,1784,1498
O=C(Nc1cccc(F)c1)c1sc(Cl)nc1-c1ccccc1,1859,1669
Cc1ccc(S(=O)(=O)/N=C(/c2ccc(F)cc2)N2CCCC2)cc1,1836,1439
CC1=C(C(=O)Nc2ccc(F)cc2)C(c2cccc(C)c2)n2nc(CCCO)nc2N1 (stereo unspecified),1748,1414
Cc1ccc(SCCC(=O)NC2CC2)cc1,1739,1688
C=CCOc1c(Br)cc(CNc2ccc3[nH]c(=O)[nH]c3c2)cc1OCC,1881,1521
C=CCNC(=O)COC(=O)/C=C/c1cccs1,1660,1463
CCCOc1ccc(-c2csc(NC(=O)CN3C(=O)CCC3=O)n2)cc1,1582,1504

# High-throughput results deposited in PubChem by The Scripps Research Institute Molecular Screening Center.

# Some of the compounds tested; count on the stated rates, not on these rows.
